PRMT1 FP inh: PRMT1 (human) inhibition, primary screen | 370,000 tested, 1.3% active | Q99873 | inhibition, % at 2.79 µM | AID 652257 | recombinant PRMT1, activity-based probe fluorescence polarization;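 active means inhibition above about 21% made by adding two undisclosed values, limit read from the data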
MBD2 DNA inh: MBD2-methylated oligo binding inhibition | Q9UBB5 | TR-FRET, MBD2 binding to methylated oligonucleotide | inhibition, % at 4.4 µM | 370,000 tested, 0.31% active | AID 686964; in the data active means inhibition above about 13%
Target sequence (Q9UBB5 whole entry, looked up): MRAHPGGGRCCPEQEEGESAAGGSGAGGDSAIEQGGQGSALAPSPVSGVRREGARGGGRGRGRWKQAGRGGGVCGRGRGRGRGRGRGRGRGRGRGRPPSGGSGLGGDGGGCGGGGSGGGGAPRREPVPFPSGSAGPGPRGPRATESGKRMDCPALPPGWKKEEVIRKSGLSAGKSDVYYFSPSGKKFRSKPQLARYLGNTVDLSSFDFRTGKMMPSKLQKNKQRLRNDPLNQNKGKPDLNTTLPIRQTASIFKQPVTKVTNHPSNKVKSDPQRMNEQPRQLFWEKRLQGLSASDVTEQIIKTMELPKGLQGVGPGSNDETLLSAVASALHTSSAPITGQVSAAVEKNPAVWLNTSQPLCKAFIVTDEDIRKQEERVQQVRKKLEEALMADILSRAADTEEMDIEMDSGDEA
KLK7 zymogen act: proKLK7 (human) activation, primary screen. P49862. purified proKLK7, EDANS-DABCYL substrate fluorescence; 100% is mature enzyme control, 0% vehicle. activation, % at 7 µM. 370,000 tested, 0.9% active. AID 652039;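 active means activation above the mean of all tested compounds plus 3 SD, computed per campaign excluding outliers beyond control limits, cut at about 13% in these data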
DDE Tn7 FP inh: inhibitors of Tn7 peptide binding to human fibrin DD(E); P02675; FP displacement of FITC-Tn7 peptide from fibrin DD(E); 0% = median of compound wells per plate; inhibition, % at 8.3 µM; 370,000 tested, 0.13% active; AID 720508;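 active means inhibition above the mean of compounds falling within the control limits plus 3 SD of them, cut at about 14% in these data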;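 further: 0% = plate median of compound wells and 100% = 10 µM Aha-Tn7 peptide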
Target sequence (P02675 whole entry, looked up): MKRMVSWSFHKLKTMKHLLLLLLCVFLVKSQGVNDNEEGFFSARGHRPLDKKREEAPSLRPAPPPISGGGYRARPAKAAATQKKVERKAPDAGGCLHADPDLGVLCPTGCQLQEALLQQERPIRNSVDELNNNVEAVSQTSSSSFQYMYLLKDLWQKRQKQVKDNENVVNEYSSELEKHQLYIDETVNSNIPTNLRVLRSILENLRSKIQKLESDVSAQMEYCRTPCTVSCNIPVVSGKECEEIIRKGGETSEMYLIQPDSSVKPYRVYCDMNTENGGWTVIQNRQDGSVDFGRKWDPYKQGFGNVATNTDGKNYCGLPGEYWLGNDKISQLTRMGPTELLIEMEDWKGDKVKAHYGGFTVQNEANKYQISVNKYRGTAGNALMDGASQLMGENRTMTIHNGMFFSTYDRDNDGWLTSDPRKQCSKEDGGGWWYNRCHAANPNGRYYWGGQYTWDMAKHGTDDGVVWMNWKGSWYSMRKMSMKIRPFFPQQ
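Assay system: human fibrin DD(E). Input: DD(E) 2 µM final. Medium: Tris buffer with calcium and detergent, pH 7.8. Compound dosing: single point at 8.3 µM. Timing: 10 min plus 3 h, room temperature. Technique: fluorescence polarization of the labelled Tn7 tracer. Read-out: percent inhibition. Replicates: singlicate testing.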
DDE Tn6 FP inh: disrupts Tn6 cyclic peptide binding to fibrin D-Dimer-E complex | P02675 | AID 720509 | Fibrin DD(E) TRITC-Tn6 fluorescence polarization displacement | inhibition, % at 8.3 µM | 370,000 tested, 0.21% active;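 active means inhibition above a per-campaign cutoff: mean of compounds within control limits plus 3 SD, cut at about 15% in these data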;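 further: 0% = median of all compound wells on the plate and 100% = blocking peptide control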
TCR-CD3 inh: blocks the human TCR-CD3 interaction | TAMRA-labeled TCR probe fluorescence, biochemical | inhibition, % at 9.4 µM | 360,000 tested, 0.37% active; in the data active means inhibition above about 19%;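 further: recombinant mutant TCR 2C K166C tagged with TAMRA read by polarization; 0% = receptor in buffer alone and 100% = receptor with positive control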
TDP2 inh: TDP2 (human) inhibition, absorbance primary screen. recombinant TDP2, T5PNP hydrolysis, p-nitrophenol absorbance 415 nm. 370,000 tested, 0.34% active. inhibition, % at 12.8 µM;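 active means inhibition above the mean of all tested compounds plus 3 SD, set per campaign, cut at about 25% in these data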;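 further: 0% = DMSO with enzyme and 100% = buffer with substrate but no TDP2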
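Assay system: recombinant human TDP2 / Reagent: T5PNP substrate at 5 mM, a TopII-DNA adduct mimic / Measured by: epi absorbance from released p-nitrophenol / Evaluation: % inhibition relative to enzyme-containing and enzyme-free wells / Control set: enzyme-free and DMSO wells / Replicates: each compound tested once, singlicate / Schedule: enzyme reaction with compound for 2 h at 37 °C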
LEDGF integ inh: blocks HIV-1 LEDGF/p75-dependent DNA integration. TR-FRET IN-LEDGF/p75 DNA integration, Eu/Cy5. inhibition, % at 3.7 µM. 370,000 tested, 0.64% active;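 active means inhibition above the screen-wide mean plus 3 SD, cut at about 13% in these data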;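 further: signal is the Cy5 over europium emission ratio at 671 and 618 nm; 0% = plate median of compound wells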
SIAE inh: human SIAE inhibition, primary screen; Q9HAT2; SIAE FP-Rh probe binding, fluorescence polarization; inhibition, % at 9.66 µM; 370,000 tested, 0.69% active;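 active means inhibition above a cutoff: mean of compounds within the control limits plus 3 SD of those, cut at about 17% in these data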;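 further: 0% = plate median of compound wells and 100% = probe without SIAE protein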
UHRF1 binding: blocks human UHRF1 binding to methylated DNA. UHRF1 binding to methylated oligo, TR-FRET. inhibition, % at 4.4 µM. Q96T88. 370,000 tested, 0.75% active; in the data active means inhibition above about 21%;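 further: UHRF1 SRA domain binding a hemimethylated CpG hairpin DNA probe; 0% = median of test compound wells and 100% = reference inhibitor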
* hit, by the source's call. An unsorted share of the library. Share with any hit: about 4.6%.

`COC(=O)[C@]12C[C@H](CC(=O)NCc3cccc(C(F)(F)F)c3)C(=O)N(Cc3ccc(Cl)cc3Cl)C1=C[C@H](COCc1ccccc1)O[C@@H]2C` gave PRMT1 FP inh 5, MBD2 DNA inh 2, KLK7 zymogen act -0.4, DDE Tn7 FP inh -2, DDE Tn6 FP inh 1, TDP2 inh -3, LEDGF integ inh -1, SIAE inh -7 and UHRF1 binding 0.
`CSCC[C@H]1COC[C@@H](Cc2ccccc2)N1c1ccccc1` gave PRMT1 FP inh 0, MBD2 DNA inh -2, KLK7 zymogen act 0.3, DDE Tn7 FP inh 5, DDE Tn6 FP inh 5, TCR-CD3 inh 8, TDP2 inh -3, LEDGF integ inh -5, SIAE inh -9 and UHRF1 binding 1.
For CCOC(=O)N1CCc2c(sc3ncn(C)c(=O)c23)C1 the results were PRMT1 FP inh 1, MBD2 DNA inh -1, KLK7 zymogen act 0.6, DDE Tn7 FP inh -7, DDE Tn6 FP inh 13, TCR-CD3 inh 5, TDP2 inh 7, LEDGF integ inh 2, SIAE inh 4 and UHRF1 binding -2.
`CCCn1cc(CN2CCC(n3nccc3NC(=O)CCOc3ccccc3)CC2)c(C)n1` gave PRMT1 FP inh -2, MBD2 DNA inh -5, KLK7 zymogen act 0.0, DDE Tn7 FP inh -3, DDE Tn6 FP inh -2, TCR-CD3 inh 1, TDP2 inh -3, LEDGF integ inh 3, SIAE inh 7 and UHRF1 binding 0.
Screening COc1ccc(NS(=O)(=O)c2ccc3c(c2)NC(=O)CO3)c(OC)c1 returned PRMT1 FP inh -6, MBD2 DNA inh 2, KLK7 zymogen act -0.1, DDE Tn7 FP inh 1, DDE Tn6 FP inh -3, TCR-CD3 inh 3, TDP2 inh 6, LEDGF integ inh 0, SIAE inh 7 and UHRF1 binding 1.
For CC(=O)C1=CCC(c2ccc(Br)cc2)N(S(=O)(=O)c2ccc(C)cc2)C1 (configuration not stated) the results were PRMT1 FP inh -5, MBD2 DNA inh -4, KLK7 zymogen act 0.5, DDE Tn7 FP inh 5, DDE Tn6 FP inh 1, TCR-CD3 inh 2, TDP2 inh 2, LEDGF integ inh -5, SIAE inh 0 and UHRF1 binding -2.
`CS(=O)(=O)N(CC(=O)Nc1ccc2c(c1)OCCO2)c1ccc2c(c1)OCO2` gave PRMT1 FP inh -2, MBD2 DNA inh -2, KLK7 zymogen act 0.3, DDE Tn7 FP inh 0, DDE Tn6 FP inh -6, TCR-CD3 inh 3, TDP2 inh 2, LEDGF integ inh 4, SIAE inh 11 and UHRF1 binding -2.
Screening Cn1c(=O)c2c(nc(N3CCOCC3)n2CCc2ccccc2)n(C)c1=O returned PRMT1 FP inh -1, MBD2 DNA inh 2, KLK7 zymogen act -0.3, DDE Tn7 FP inh 6, DDE Tn6 FP inh -11, TCR-CD3 inh -4, TDP2 inh 7, LEDGF integ inh 1, SIAE inh -4 and UHRF1 binding 0.
For CC(O)(P(=O)(O)O)P(=O)(O)O the results were PRMT1 FP inh 0, MBD2 DNA inh 1, KLK7 zymogen act 0.2, DDE Tn7 FP inh 2, DDE Tn6 FP inh 1, TCR-CD3 inh 5, TDP2 inh 5, LEDGF integ inh 1, SIAE inh -5 and UHRF1 binding 0.
For CC(C)CC(=O)NC(=S)Nc1ccc(NC(=O)c2ccco2)cc1 the results were PRMT1 FP inh 0, MBD2 DNA inh -1, KLK7 zymogen act -0.2, DDE Tn7 FP inh 7, DDE Tn6 FP inh -6, TCR-CD3 inh 1, TDP2 inh -5, LEDGF integ inh 0, SIAE inh -11 and UHRF1 binding 0.
For C=CCOC(=O)C1=C(C)NC(=O)NC1/C=C/c1ccccc1OC (configuration not stated) the results were PRMT1 FP inh 3, MBD2 DNA inh 0, KLK7 zymogen act 0.8, DDE Tn7 FP inh 7, DDE Tn6 FP inh -5, TCR-CD3 inh 1, TDP2 inh 6, LEDGF integ inh -1, SIAE inh 2 and UHRF1 binding 3.
For Cc1ccccc1N(C(=O)CCCC(=O)Nc1ccccn1)C(C(=O)NC1CCCC1)c1ccc(O)cc1 (configuration not stated) the results were PRMT1 FP inh 2, MBD2 DNA inh 5, KLK7 zymogen act 0.5, DDE Tn7 FP inh 6, DDE Tn6 FP inh 6, TCR-CD3 inh 1, TDP2 inh -10, LEDGF integ inh -6, SIAE inh 1 and UHRF1 binding 1.
COc1ccc(C(=O)NCc2nnc(SCCOc3ccccc3)n2C)cc1 was read as PRMT1 FP inh -4, MBD2 DNA inh -6, KLK7 zymogen act 0.1, DDE Tn7 FP inh -2, DDE Tn6 FP inh 5, TCR-CD3 inh 3, TDP2 inh -14, LEDGF integ inh -2, SIAE inh -2 and UHRF1 binding 2.
Screening CCCCN1C(=O)c2ccc(C(=O)NCCN3C(=O)S/C(=C\c4cccnc4)C3=O)cc2C1=O returned PRMT1 FP inh 1, MBD2 DNA inh -4, KLK7 zymogen act 0.3, DDE Tn7 FP inh 1, DDE Tn6 FP inh 0, TCR-CD3 inh 10, TDP2 inh 1, LEDGF integ inh 0, SIAE inh 4 and UHRF1 binding 1.
CCC(C)NC(=O)c1oc2ccc(S(=O)(=O)N3CCC4(CC3)OCCO4)cc2c1C (configuration not stated) was read as PRMT1 FP inh -1, MBD2 DNA inh -7, KLK7 zymogen act -0.3, DDE Tn7 FP inh -6, DDE Tn6 FP inh 5, TCR-CD3 inh 2, TDP2 inh -2, LEDGF integ inh 2, SIAE inh 6 and UHRF1 binding -3.
O=C(CP(=O)(c1ccccc1)c1ccccc1)N/N=C/c1cc(Br)cc(Br)c1O was read as PRMT1 FP inh -2, MBD2 DNA inh -5, KLK7 zymogen act 0.0, DDE Tn7 FP inh -3, DDE Tn6 FP inh 4, TCR-CD3 inh 50*, TDP2 inh -3, LEDGF integ inh -1, SIAE inh 11 and UHRF1 binding -5.
Screening O=C(NNC(=O)c1ccc2c(c1)OCO2)NC12CC3CC(CC(C3)C1)C2 returned PRMT1 FP inh 0, MBD2 DNA inh -2, KLK7 zymogen act 0.6, DDE Tn7 FP inh -7, DDE Tn6 FP inh -10, TCR-CD3 inh 6, TDP2 inh -1, LEDGF integ inh -2, SIAE inh -5 and UHRF1 binding 0.
CS(=O)(=O)Nc1ccc(-c2ccc3nccn3c2)cc1 was read as PRMT1 FP inh 2, MBD2 DNA inh -3, KLK7 zymogen act 0.4, DDE Tn7 FP inh 3, DDE Tn6 FP inh -5, TCR-CD3 inh 5, TDP2 inh 10, LEDGF integ inh 1, SIAE inh 6 and UHRF1 binding -4.
`O=C(c1ccc(S(=O)(=O)c2cccc(Cl)c2)c([N+](=O)[O-])c1)N1CCN(c2ccccn2)CC1` gave PRMT1 FP inh 7, MBD2 DNA inh 6, KLK7 zymogen act 0.2, DDE Tn7 FP inh 3, DDE Tn6 FP inh -10, TCR-CD3 inh 6, TDP2 inh -12, LEDGF integ inh -5, SIAE inh 4 and UHRF1 binding 1.
COc1ccccc1OCCCCOc1ccccc1F was read as PRMT1 FP inh -1, MBD2 DNA inh 1, KLK7 zymogen act 0.4, DDE Tn7 FP inh -2, DDE Tn6 FP inh 9, TCR-CD3 inh 12, TDP2 inh -8, LEDGF integ inh 0, SIAE inh 4 and UHRF1 binding 1.
For Cc1cc(C(=O)NP(=O)(N2CC(C)OC(C)C2)N2CC(C)OC(C)C2)c(C)n1C1CC1 (configuration not stated) the results were PRMT1 FP inh 1, MBD2 DNA inh -5, KLK7 zymogen act 0.4, DDE Tn7 FP inh 1, DDE Tn6 FP inh -6, TCR-CD3 inh 6, TDP2 inh 0, LEDGF integ inh 3, SIAE inh 11 and UHRF1 binding -3.
For Nn1cnnc1SCC(=O)N1CCc2ccccc2C1 the results were PRMT1 FP inh -2, MBD2 DNA inh -3, KLK7 zymogen act -0.5, DDE Tn7 FP inh -7, DDE Tn6 FP inh -6, TCR-CD3 inh 3, TDP2 inh -7, LEDGF integ inh 1, SIAE inh 0 and UHRF1 binding 2.
`Cc1ccc(NC(=O)c2cc(S(=O)(=O)N3CCOCC3)cn2C)cc1F` gave PRMT1 FP inh -1, MBD2 DNA inh -5, KLK7 zymogen act 3.7, DDE Tn7 FP inh 0, DDE Tn6 FP inh 4, TCR-CD3 inh -9, TDP2 inh -16, LEDGF integ inh 4, SIAE inh -1 and UHRF1 binding 1.
`Cc1cc(NS(=O)(=O)c2ccc(NC(=O)CSc3nc4ncc(Br)cc4[nH]3)cc2)nc(C)n1` gave PRMT1 FP inh 0, MBD2 DNA inh 3, KLK7 zymogen act 0.3, DDE Tn7 FP inh -1, DDE Tn6 FP inh -6, TCR-CD3 inh 5, TDP2 inh -3, LEDGF integ inh -6, SIAE inh -4 and UHRF1 binding 39*.

Looked up by structure from above, two records:
Screening CCCCN1C(=O)c2ccc(C(=O)NCCN3C(=O)S/C(=C\c4cccnc4)C3=O)cc2C1=O returned PRMT1 FP inh 1, MBD2 DNA inh -4, KLK7 zymogen act 0.3, DDE Tn7 FP inh 1, DDE Tn6 FP inh 0, TCR-CD3 inh 10, TDP2 inh 1, LEDGF integ inh 0, SIAE inh 4 and UHRF1 binding 1.
`O=C(c1ccc(S(=O)(=O)c2cccc(Cl)c2)c([N+](=O)[O-])c1)N1CCN(c2ccccn2)CC1` gave PRMT1 FP inh 7, MBD2 DNA inh 6, KLK7 zymogen act 0.2, DDE Tn7 FP inh 3, DDE Tn6 FP inh -10, TCR-CD3 inh 6, TDP2 inh -12, LEDGF integ inh -5, SIAE inh 4 and UHRF1 binding 1.

Continued.
`Cc1cc(Br)cn2c(Cc3ccccc3)c(-c3ccc(Cl)cc3)nc12` gave PRMT1 FP inh -1, MBD2 DNA inh -1, KLK7 zymogen act 0.3, DDE Tn7 FP inh 5, DDE Tn6 FP inh 2, TCR-CD3 inh 1, TDP2 inh 10, LEDGF integ inh -3, SIAE inh 3 and UHRF1 binding 4.
Fc1cccc(NC(=S)NCc2cccnc2)c1 was read as PRMT1 FP inh -1, MBD2 DNA inh 0, KLK7 zymogen act -0.5, DDE Tn7 FP inh 0, DDE Tn6 FP inh 4, TCR-CD3 inh 6, TDP2 inh -9, LEDGF integ inh -4, SIAE inh -4 and UHRF1 binding -1.
CCc1nc2ccc(C(=O)Nc3cccc(OC)c3)cn2c1N(CC)Cc1cccc(Br)c1 was read as PRMT1 FP inh -1, MBD2 DNA inh -4, KLK7 zymogen act -0.2, DDE Tn7 FP inh 0, DDE Tn6 FP inh -2, TCR-CD3 inh -8, TDP2 inh -16, LEDGF integ inh -1, SIAE inh 9 and UHRF1 binding 0.
Screening O=C(Nc1ccc2c(c1)OCO2)Nc1ccc(F)cc1F returned PRMT1 FP inh -1, MBD2 DNA inh 4, KLK7 zymogen act 0.3, DDE Tn7 FP inh 4, DDE Tn6 FP inh 6, TCR-CD3 inh 5, TDP2 inh -2, LEDGF integ inh 0, SIAE inh 4 and UHRF1 binding -1.
O=[N+]([O-])c1ccc(/C=N/n2c(CO)nc3ccccc32)s1 was read as PRMT1 FP inh -2, MBD2 DNA inh -2, KLK7 zymogen act -0.1, DDE Tn7 FP inh -6, DDE Tn6 FP inh 2, TCR-CD3 inh 0, TDP2 inh 3, LEDGF integ inh -1, SIAE inh -3 and UHRF1 binding 5.

Assay outcomes as filed in PubChem BioAssay.
